IL1B cytotox = toxic to HUVEC cells under IL-1B stimulation; HUVEC cell count loss, Hoechst imaging, IL-1B stimulated; 94,000 compounds, 0.41% hits; cell count reduction, % at 2 µM;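 active means cell count reduction more than 3 SD above the screen-wide mean, cut at about 70% in these data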;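 further: normalized per plate to untreated control cells as the no-loss baseline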
TNFa cytotox = toxic to HUVEC cells under TNF alpha stimulation; cell count reduction, % at 2 µM; 93,000 compounds, 0.17% hits; AID 848; HUVEC TNFalpha-stimulated, Hoechst cell count, imaging;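 active means cell count reduction exceeding the screen mean by over 5 SD, scaled to untreated wells per plate, cut at about 78% in these data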;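 further: cells counted after 24 h of TNF alpha exposure following the 1 h pretreatment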
CYP2C19 inhib = inhibitors of human CYP2C19 | P33261 | CYP2C19 Supersomes, luciferin-H EGE luminescence, 30 min | inhibition, % at 5 µM | 96,000 compounds, 21% hits | AID 778;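 active means CYP2C19 inhibition above a set limit at 5 µM in the primary screen, cut at about 50% in these data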;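 further: plate controls were negative control wells for no effect and 2.5 mM tranylcypromine positive control for full effect; values of inactives mirror those of a sister screen read the other way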
Target sequence (P33261 whole entry, looked up): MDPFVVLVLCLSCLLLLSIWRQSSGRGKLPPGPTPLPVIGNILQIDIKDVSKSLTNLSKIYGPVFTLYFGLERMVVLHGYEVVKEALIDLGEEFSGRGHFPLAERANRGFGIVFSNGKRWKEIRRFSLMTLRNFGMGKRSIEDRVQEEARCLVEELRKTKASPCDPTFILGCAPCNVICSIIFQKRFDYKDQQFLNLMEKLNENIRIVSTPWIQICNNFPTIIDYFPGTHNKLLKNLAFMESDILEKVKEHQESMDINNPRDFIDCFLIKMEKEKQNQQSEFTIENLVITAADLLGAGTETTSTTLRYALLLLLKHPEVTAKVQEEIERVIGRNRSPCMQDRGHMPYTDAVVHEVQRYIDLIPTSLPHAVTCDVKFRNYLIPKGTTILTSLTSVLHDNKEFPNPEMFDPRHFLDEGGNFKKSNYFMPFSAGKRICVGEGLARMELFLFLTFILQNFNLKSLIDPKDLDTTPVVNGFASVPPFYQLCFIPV
hDAT+cocaine = changed human dopamine transporter uptake under cocaine IC80 | Q01959 | LLC-PK1 hDAT cells, [14C]-dopamine uptake with cocaine IC80; actives deviate in either direction | B-score at 10 µM | 110,000 compounds, 1.3% hits;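 active means Z score or B-score, a plate-position-corrected score, falls beyond the plate's 99.7% confidence bounds, in either direction; inactive means both scores lie inside the 99.7% bounds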;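 further: scored against the spread of the other compound wells on the same plate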
CYP2C19 act = activators of human cytochrome P450 2C19; P33261; recombinant CYP2C19, luciferin-H EGE luminescence; active compounds read high; 0 = fully inhibited enzyme, 1 = untreated enzyme; activation factor at 5 µM; 96,000 tested, under 10 active;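 active means activation factor of at least 2 at 5 µM in the primary screen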;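 further: 0 = wells with 2.5 mM tranylcypromine and 1 = vehicle-only wells; values of inactives mirror those of a sister screen read the other way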
CYP2C9 activ = activators of human CYP2C9. recombinant CYP2C9, luciferin-H conversion, luminescence; active compounds read high; factor 1 = untreated enzyme, 0 = blocked. activation factor at 5 µM. 96,000 compounds, 1.4% hits;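 active means activation factor of 2 or more for CYP2C9 at a 5 µM dose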;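 further: 0 = sulfaphenazole-blocked wells and 1 = vehicle-only wells; values of inactives mirror those of a sister screen read the other way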
Target sequence (P11712 whole entry, looked up): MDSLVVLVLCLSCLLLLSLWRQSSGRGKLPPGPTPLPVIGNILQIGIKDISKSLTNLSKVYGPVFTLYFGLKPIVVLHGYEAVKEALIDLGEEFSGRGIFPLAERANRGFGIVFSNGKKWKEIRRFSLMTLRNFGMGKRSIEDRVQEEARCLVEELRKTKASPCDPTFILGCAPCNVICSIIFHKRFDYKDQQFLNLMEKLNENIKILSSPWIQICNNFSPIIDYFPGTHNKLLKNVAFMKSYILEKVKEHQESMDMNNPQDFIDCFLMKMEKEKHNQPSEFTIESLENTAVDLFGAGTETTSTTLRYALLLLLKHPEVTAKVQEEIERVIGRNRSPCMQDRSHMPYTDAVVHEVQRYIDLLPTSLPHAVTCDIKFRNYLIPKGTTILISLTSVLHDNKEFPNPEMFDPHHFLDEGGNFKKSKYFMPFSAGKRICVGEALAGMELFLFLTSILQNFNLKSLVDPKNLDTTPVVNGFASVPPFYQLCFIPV
VCAM1 TNFa inh = reduces TNF alpha induced VCAM1 expression in HUVEC; inhibition, % at 2 µM; HUVEC TNFa-induced VCAM-1 immunofluorescence, high-content imaging; 95,000 compounds, 0.48% hits; AID 802;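 active means inhibition above the batch mean plus 3 SD, with images confirmed as a hit by eye, cut at about 37% in these data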;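 further: 0% = TNF-stimulated DMSO wells and 100% = unstimulated control wells; not every result past the cut was called active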
Candida biofilm = kills Candida albicans biofilms; C. albicans biofilm + clotrimazole, Alamar Blue; inhibition, % at 6 µM; 85,000 compounds, 0.14% hits; AID 834;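 active means inhibition above 20%; inactive means inhibition below 20%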;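 further: preformed 24 hr biofilms exposed to compound for 48 hr; 0% = biofilm without compound and 100% = blank killed by clotrimazole plus chlorhexidine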
CYP2C9 inhib = blocks human cytochrome P450 2C9; CYP2C9 Supersomes, luciferin-H conversion, luminescence; inhibition, % at 5 µM; 96,000 compounds, 20% hits;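 active means blocking of liver enzyme CYP2C9 beyond about 50% at 5 µM, limit read from the data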; further: values of inactives mirror those of a sister screen read the other way
Active calls of the source: *; / = not tested or not shown. Random draw from the library, and some 29% of all compounds hit somewhere here.

No.	Compound	IL1B cytotox	TNFa cytotox	CYP2C19 inhib	hDAT+cocaine	CYP2C19 act	CYP2C9 activ	VCAM1 TNFa inh	Candida biofilm	CYP2C9 inhib
1	Cc1cc(C)c(C)c(S(=O)(=O)N2C(=S)NC(=O)C2CC(C)C)c1C (stereo unspecified)	24	-28	10	-0.42	0.9	0.6	-7	/	40
2	Cc1ccn2c(/C=N/OCc3ccc(F)cc3)c(-c3ccc(Cl)cc3)nc2c1	-104	-35	-18	1.3	1.2	0.9	1	/	7
3	COC(=O)c1ccc(C2C(Oc3ccccc3)C(=O)N2CCc2ccc(OC)c(OC)c2)cc1 (stereo unspecified)	-16	-18	0	-0.49	1	1	15	/	1
4	CCCc1nc2ccccc2c(C(=O)OCC(=O)NCc2ccco2)c1CC	4	-54	46	0.99	0.5	0.3	5	0	70*
5	CCc1ccc(OCC(=O)Nc2ncc3c(n2)CC(C)(C)CC3=O)cc1	0	-32	6	-0.42	0.9	1.1	-24	-2	-6
6	COc1ccc(/C=N/NC(=O)C2c3ccccc3Oc3ccccc32)c(OC)c1	-45	15	9	/	0.9	1	28	/	4
7	CCCC(=O)C1=C(O)C(C(=O)OC)C(C)(C)CC1=Nc1ccncc1 (stereo unspecified)	/	/	90*	0.6	0.1	0.4	/	-5	61*
8	O=C(NCCCN1CCOCC1)c1cc2c(s1)CSC2	-41	-40	11	-0.38	0.9	1.1	-2	-8	-11
9	O=C(CCCCCn1c(=O)[nH]c2ccccc2c1=O)NCCCN1CCN(c2ccccc2F)CC1	10	-33	33	/	0.7	0.6	11	4	44
10	COC(=O)Cn1ncc2c3ccccc3n(Cc3ccccc3)c2c1=O	-6	-12	34	-0.32	0.7	0.7	7	5	30
11	CCOc1cc(N2CCOCC2)c(OCC)cc1NC(=O)CN1C(=O)NC(Cc2ccccc2)C1=O (stereo unspecified)	-7	-13	-3	0.47	1	0.8	9	1	20
12	CC(C)OC(=O)CN1C(=O)S/C(=C/c2ccc(N3CCCCC3)o2)C1=O	9	3	22	0.083	0.8	0.9	30	/	9
13	O=C(Nc1ccccc1)C1=C(O)CC(c2ccoc2)CC1=Nc1ccccc1 (stereo unspecified)	-7	-2	-5	-0.61	1.1	0.8	7	4	22
14	O=C(c1cc(-c2ccc(Cl)cc2)n(-c2cc(Cl)ccc2Cl)n1)N1CCOCC1	26	8	12	1.4	0.9	0.5	17	/	46
15	O=C(c1ccc(Br)o1)N1CCCc2ccccc21	-38	10	/	0.13	/	/	-2	7	/
16	COc1ccc(-c2cc(C(F)(F)F)nc(N3CCN(C)CC3)n2)cc1	0	-30	0	-0.031	1	0.9	-28	5	13
17	c1ccc(COCCN2CCN(CCOCc3ccccc3)CC2)cc1	-1	-4	57*	0.39	0.4	1	-2	-4	0
18	CCOC(=O)c1ccc(NC(=O)CN2C(=O)CCC2=O)cc1	0	3	/	0.16	/	/	18	1	/
19	O=S(=O)(c1ccccc1)c1nc(-c2ccccc2Cl)oc1NCCN1CCOCC1	12	-12	36	-0.028	0.6	0.2	0	5	77*
20	O=C1CC(Cc2ccc(Cl)cc2)C(=O)N1c1ccccn1 (stereo unspecified)	-21	-22	44	0.34	0.6	1	19	-2	-1
21	CC(C)c1ccc(-c2nc(N3CCCCCC3)nc3n[nH]c(N)c23)cc1	-6	-18	-39	/	1.4	1.2	-5	-1	-21
22	CCOC(=O)c1cccc(NC(=O)c2ccco2)c1	/	/	27	-0.18	0.7	1.2	/	2	-16
23	CCOc1cc(NS(=O)(=O)CC)c(OCC)cc1NC(=O)c1ccco1	-43	4	-3	1.3	1	0.9	-6	9	10
24	COc1ccccc1NC(=O)C(NC(=O)OC(C)(C)C)C(C)OCc1ccccc1 (stereo unspecified)	-16	-42	22	0.17	0.8	0.8	-25	/	23

Entries listed so far printed as active in CYP2C19 inhib.
| entry | SMILES | CYP2C19 inhib | hDAT+cocaine | CYP2C19 act | CYP2C9 activ | VCAM1 TNFa inh | CYP2C9 inhib |
| --- | --- | --- | --- | --- | --- | --- | --- |
| 7 | CCCC(=O)C1=C(O)C(C(=O)OC)C(C)(C)CC1=Nc1ccncc1 (stereo unspecified) | 90* | 0.6 | 0.1 | 0.4 | / | 61* |
| 17 | c1ccc(COCCN2CCN(CCOCc3ccccc3)CC2)cc1 | 57* | 0.39 | 0.4 | 1 | -2 | 0 |

Further results follow:
No.	Compound	IL1B cytotox	TNFa cytotox	CYP2C19 inhib	hDAT+cocaine	CYP2C19 act	CYP2C9 activ	VCAM1 TNFa inh	Candida biofilm	CYP2C9 inhib
25	CC(=O)N(c1ccc(C)cc1)C1C=CS(=O)(=O)C1 (stereo unspecified)	-2	-27	7	-0.09	0.9	0.9	10	12	9
26	Cc1c(Cl)cccc1NC(=O)CCN1CCCCCC1	-13	/	32	/	0.7	1	/	0	3
27	CCCN(Cc1cc2cc(OC)ccc2[nH]c1=O)C(=O)c1ccncc1	6	5	68*	0.26	0.3	0.5	-2	4	46
28	CCN1C(=O)/C(=C2/Sc3ccc(OC)cc3N2C)SC1=Nc1ccc(C)cc1	-23	-18	/	/	/	/	24	-3	/
29	COc1cc2c(cc1OC)C(c1ccc3c(c1)OCO3)CC(=O)N2 (stereo unspecified)	3	-6	45	/	0.5	0.7	12	1	32
30	CN1CCN(c2nc3c(c(=O)[nH]c(=O)n3C)n2CC(N)=O)CC1	-37	-23	-4	-0.56	1	1	8	7	-2
31	COC(=O)c1ccc(CSc2nnc(NCc3ccccc3)s2)o1	2	-5	24	-1.6	0.8	0.7	26	4	26
32	CCC(C)C(NC(=O)C1CCC(C)CC1)C(=O)NCc1ccccn1 (stereo unspecified)	8	-9	-4	-0.33	1	1	-1	/	-1
33	CC(=O)Nc1ccc(S(=O)(=O)NCCSCc2ccc(Cl)cc2Cl)cc1	16	-11	57*	-0.85	0.4	0.2	8	/	81*
34	CCOC(=O)N1CCN(C(=O)CCS(=O)(=O)c2ccc(Br)s2)CC1	-3	-29	-6	0.0046	1.1	1	11	7	-1
35	COc1cc2c(cc1NC(=O)CSc1nnnn1-c1ccccc1)oc1ccccc12	-5	-9	3	-0.5	1	0.9	-16	8	13
36	Cc1nc2ccccc2c(=O)n1NC(=O)Nc1ccccc1	-6	/	15	0.48	0.8	0.8	-30	8	20
37	CC(=O)C(C)Oc1ccc2c3c(c(=O)oc2c1)CCCCC3 (stereo unspecified)	5	3	25	-0.042	0.8	0.8	-7	7	20
38	Cc1cccc(N(CC(=O)Nc2ccccc2F)S(C)(=O)=O)c1	-83	8	92*	-1.1	0.1	0.3	4	2	69*
39	CCOC(=O)c1sc2nc(C3CC3)cc(-c3ccc(F)cc3)c2c1N	-43	-13	8	1.5	0.9	0.9	-2	/	14
40	c1csc(Cc2nc3ccccc3[nH]2)c1	/	/	37	0.53	0.6	1.2	/	-3	-16
41	c1ccc(CN2CCC3(CC2)Nc2ccccc2CO3)cc1	-1	-32	91*	-1.4	0.1	0.9	5	5	8
42	Cc1ccc(CCNC(=O)C2CCCN(S(=O)(=O)c3cccs3)C2)cc1 (stereo unspecified)	/	-4	13	-0.39	0.9	0.3	5	8	72*
43	Cc1ccc(C(C)C)c(OCC(=O)OCc2c(C)noc2C)c1	-36	-10	9	-0.14	0.9	0.6	0	12	38
44	CCOC(=O)Cn1c(=O)c(-c2ccccc2NCc2ccccc2)nc2ccccc21	-20	-18	/	-0.44	/	/	-17	7	/
45	CCc1nnc(NC(=O)CSc2nnc(C)n2CC2CCCO2)s1 (stereo unspecified)	14	0	-19	/	1.2	1.1	6	-5	-8
46	OCCCn1c(-c2ccccc2)nc(=S)c2c1CCCC2	/	-6	-14	-1.4	1.1	0.9	-1	9	6
47	O=C(CSc1nnc(-c2ccc(S(=O)(=O)N3CCOCC3)cc2)o1)c1ccccc1F	8	-4	7	-0.59	0.9	0.8	0	-1	20
48	Cc1ccc(C(=O)C2OC(=O)C(C)(C)C(=O)C2(C)C)cc1 (stereo unspecified)	8	2	34	0.11	0.7	1	-17	1	-2
49	O=C1CC(N2CCN(c3ccccn3)CC2)C(=O)N1CC(c1ccccc1)c1ccccc1 (stereo unspecified)	47	21	/	0.97	/	/	-35	4	/
50	CCOC(=O)c1cnc(-n2nc(C)cc2C)nc1Nc1ccc(N(C)C)cc1	15	-4	/	-0.13	/	/	8	8	/
51	CCNc1ccc(S(=O)(=O)C(F)(F)F)cc1NC(=O)C12CCC(CC1)C2	-18	-17	6	-0.26	0.9	1	9	3	2
52	COc1ccc(N=Nc2cnc(C)nc2-c2ccccc2)cc1	13	5	29	-0.13	0.7	0.7	-8	/	28
53	CC(C)CNS(=O)(=O)c1ccc(CCC(=O)Nc2cc(Cl)ccc2Oc2ccccc2)cc1	10	6	45	0.74	0.5	0.3	-8	/	73*
54	CCOc1cc2[nH]c(=O)n(CCC(=O)NCCc3ccccc3)c(=O)c2cc1OCC	-12	-3	12	0.46	0.9	0.6	-3	7	44
55	Brc1ccc(OCCn2ccnc2)cc1	-63	-5	92*	-0.3	0.1	0.3	-8	1	72*
56	O=C(c1ccc(CN2CCOCC2)cc1)N1CCN(c2ccccc2F)CC1	3	-24	10	-0.093	0.9	0.5	-9	3	52*
57	COc1ccc(CCNC(=O)Cn2nnc(-c3cccc(OC)c3OC)n2)cc1OC	18	26	43	-0.084	0.6	0.8	-2	1	22
58	Cc1ccn2c(/C=N/OCc3cccc(F)c3)c(-c3ccc(Cl)cc3)nc2c1	9	-1	6	1.2	0.9	0.6	1	/	36
59	CCOc1ccc(Cc2nn[nH]n2)cc1	-14	-13	12	-0.12	0.9	0.9	15	0	13
60	COc1ccccc1-c1cc(C(=O)NCc2ccc(Cl)cc2)no1	-12	-28	29	-0.9	0.7	3.2*	6	6	-220
61	Clc1ccc(Cn2ncc3c(N4CCOCC4)ncnc32)cc1	12	-1	67*	0.35	0.3	0.8	-5	7	20
